esBAF inh: blocks esBAF chromatin remodeling in mouse ES cells; Bmi1-luciferase knock-in reporter, 24 h; 100% = twice the neutral-well signal; reporter increase, % at 12.5 µM; actives 2% (n = 350,000); AID 602393; in the data active = activation above about 40%; inconclusive = no clear call, values can overlap the other calls;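 also: 0% = median of the plate's neutral control wells and 100% = double that signal; a rise in the Bmi1 reporter signal indicates esBAF inhibition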
RAD52 anneal inh: blocks human RAD52 DNA annealing | actives 0.46% (n = 360,000) | inhibition, % at 18.7 µM | P43351 | recombinant RAD52 DNA annealing, FRET fluorescence;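 active = every replicate showing at least 50% inhibition; inconclusive = mean inhibition at least 50% but not in every replicate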
E-sel inducer: induces E-selectin expression in human endothelial cells; P16581; HUVEC E-selectin immunofluorescence imaging; normalized: neutral wells 0, TNF-alpha wells 100; activation, % at 7.58 µM; actives 0.37% (n = 260,000); AID 686992;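 active = mean E-selectin-positive cell signal at least 10% of the positive control, reached in at least 60% of replicates, without over 20% cell loss; inconclusive = no rule given, readout overlaps actives, possibly toxicity-flagged; inactive = the rest, including those meeting only one limit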;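 also: in these data hits start at about 27%; measured in HUVEC primary endothelial cells; signal is the percent of cells scored E-selectin positive by PE staining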
Target sequence (P16581 whole entry, looked up): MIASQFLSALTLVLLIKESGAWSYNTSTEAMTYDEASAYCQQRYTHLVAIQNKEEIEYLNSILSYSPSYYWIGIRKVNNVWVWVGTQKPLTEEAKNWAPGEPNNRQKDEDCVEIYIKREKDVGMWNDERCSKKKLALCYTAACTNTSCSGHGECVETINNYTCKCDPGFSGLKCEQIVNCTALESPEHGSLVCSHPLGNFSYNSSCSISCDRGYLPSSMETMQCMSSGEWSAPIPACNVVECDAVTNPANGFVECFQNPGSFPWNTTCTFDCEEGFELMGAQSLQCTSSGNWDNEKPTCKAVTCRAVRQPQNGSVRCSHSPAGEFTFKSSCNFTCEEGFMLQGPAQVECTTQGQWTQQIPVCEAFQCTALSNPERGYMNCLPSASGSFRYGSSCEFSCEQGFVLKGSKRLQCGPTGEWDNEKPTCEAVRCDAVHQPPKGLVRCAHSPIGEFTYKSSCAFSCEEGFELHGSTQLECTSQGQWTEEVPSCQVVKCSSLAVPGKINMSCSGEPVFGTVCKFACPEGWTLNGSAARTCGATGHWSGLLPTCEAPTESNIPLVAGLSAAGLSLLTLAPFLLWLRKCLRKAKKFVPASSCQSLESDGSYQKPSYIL
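System: HUVEC, human umbilical vein endothelial cells; quantity: 3,000 cells/well; buffer or medium: EGM-2 medium, gelatin-coated wells; dosing: single-point compound dose; detection: immunofluorescence imaging; evaluation: % PE-positive cells; benchmarks: TNF-alpha, DMSO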
FN deposit inh: fibronectin deposition inhibition; AH1F fibroblasts, Alexa488-fibronectin deposition fluorescence, overnight; inhibition, % at 12.6 µM; actives 0.086% (n = 350,000); AID 743247;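 active = mean inhibition across replicates of 30% or more, regardless of how many single replicates reach that level; inconclusive = mean under 30% yet at least half of replicates reach 30%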;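 also: positive control wells lacked labelled fibronectin entirely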
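material = AH1F fibroblast monolayer depositing Alexa488-labelled fibronectin into matrix | amount = 10000 AH1F cells/well | buffer or medium = DMEM plus 2% serum, read in PBS | incubation = 1 h cell adhesion before compound, then overnight fibronectin incubation | detection = fluorescence at 485 nm excitation, 525 nm emission | evaluation = percent inhibition as loss of matrix-bound fibronectin fluorescence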
EWS-Fli inh: blocks EWS/Fli oncoprotein-driven transcription; A673 NR0B1-luciferase reporter, viability-normalised; inhibition, % at 12.6 µM; actives 0.67% (n = 350,000); AID 651661;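 active = mean inhibition of at least 50% after viability correction, with every replicate also passing that limit; inconclusive = mean reaches 50% but only one of two replicates passes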;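 also: firefly luciferase signal divided by Alamar Blue viability fluorescence both relative to DMSO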
XiGFP reactiv: reactivates the inactive X chromosome in mouse fibroblasts | activation, % at 7.58 µM | XiGFP mouse fibroblasts, % GFP-positive cells imaging, 3 d; cells co-treated with 5-aza-dC sensitizer; scaled so ellipticine positive control = 100% | actives 0.055% (n = 360,000) | AID 743238;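 active = mean normalized replicate activation at least 10% and every replicate at or above 10%; inconclusive = only one of the two criteria met; inactive = mean below 10% and not all replicates reach 10%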;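 also: 0% = median of on-plate neutral control wells and 100% = ellipticine 6 µM median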
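Material: XiGFP fibroblasts, SV40-immortalized. Buffer or medium: DMEM plus 5-aza-dC sensitizer. Compound: single concentration per compound, delivered by pin transfer. Times: 3 days compound exposure. Controls: ellipticine 6 µM.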
S100A4 MyoIIA: S100A4-myosin IIA interaction inhibition | S100A4/TAMRA-MyoIIA peptide fluorescence polarization | inhibition, % at 10.7 µM | actives 0.14% (n = 360,000) | AID 652163;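 active = mean inhibition of at least 70% across replicates, with every replicate also reaching that level; inconclusive = mean inhibition reaches 70% but some replicates fall short; inactive = mean inhibition below 70%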
Target sequence (P26447 whole entry, looked up): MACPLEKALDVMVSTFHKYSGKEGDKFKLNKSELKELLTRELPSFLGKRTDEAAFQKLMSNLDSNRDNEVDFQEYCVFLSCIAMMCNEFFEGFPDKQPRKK
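incubation = readout 5 min after mixing, signal stable up to 60 min | system = S100A4 monomer protein | buffer or medium = HEPES pH 7.2 with CaCl2, KCl, NaCl, DTT, Triton | benchmarks = neutral control DMSO, positive control TFP | also added = fluorescent myosin IIA peptide, 5 nM | compound dosing = one concentration per compound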
RAD54 inh: blocks human RAD54 Holliday junction branch migration; inhibition, % at 10.4 µM; AID 602329; FAM/BHQ fluorescence; actives 0.14% (n = 360,000);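 active = mean normalized replicate activity at least 40 and at least half of replicates scoring 40 or more; inconclusive = only one of the two criteria met; inactive = mean below 40 and under half of replicates reaching 40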;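 also: 0% = median of neutral control wells and 100% = median of positive control wells; inhibitors cause a drop in the FAM fluorescence signal; in these data hits start at about 50%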
Numbers without * were called inactive; ? = inconclusive; . = no result given; & = joins results of further samples.

SMILES	esBAF inh	RAD52 anneal inh	E-sel inducer	FN deposit inh	EWS-Fli inh	XiGFP reactiv	S100A4 MyoIIA	RAD54 inh
Cc1ccc(-c2nc(C)sc2CC(=O)Nc2nnc(C)s2)cc1	-9	-43	1.2	-1	-1	0.0	-1	1
Cc1nonc1OCCNCc1c(C(=O)N2CCCCCCC2)nc2ccc(Cl)cn12	-6	-34	2.7	-5	9	0.3	-2	.
O=C([C@H]1[C@H](CO)[C@H]2Cn3c(ccc(C4=CCCCC4)c3=O)[C@H]2N1Cc1nccs1)N1CCOCC1	1	-37	-0.1	.	-1	0.0	-19	-7
COc1ccc(NC(=O)c2c(-c3ccccc3)noc2C)c(OC)c1	-1	-10	.	.	3	.	4	9
COc1ccc(CNC(=O)c2ccc3c(=O)n4c(nc3c2)CCCCC4)cc1OC	.	-7	-0.1	-7	11	0.0	1	-1
Cc1cc(C)cc(Nc2ccc(C(=O)O)cc2[N+](=O)[O-])c1	-8	-20	0.7	3	13	0.2	-6	1
CCCNC(=O)Nc1ccc2c(c1)OC[C@H](C)N(Cc1ccccc1)C[C@@H](C)[C@H](OC)CN(C)C2=O	14	15	0.0	7	6	0.2	-21	6
CCOc1ncccc1C(=O)OCC(=O)N1CCN(S(=O)(=O)c2ccccc2)CC1	6	.	0.3	-1	.	.	.	-18
CN1c2ccc(-c3ccccc3)cc2[C@@H]2[C@@H](CCN2C(=O)Nc2ccccc2F)[C@@H]1CO	-7	31	-0.1	-23	-2	0.1	-7	-1
Cc1c(Cl)cccc1NC(=O)CC(NCCN1CCOCC1)C(=O)O (stereo not given)	.	-6	0.0	2	-5	0.0	-4	5
C[C@@H]1CN([C@H](C)CO)C(=O)Cc2cc(N(C)C)ccc2O[C@H]1CN(C)C(=O)Nc1ccc(F)cc1	-10	7	2.9	.	-10	-1.1	-4	5
Cc1cc(N=NC(=O)c2ccccc2)ccc1O	.	-19	.	-3	-12	0.7	-2	.
CCOCCCNC(=O)C(NC(=O)c1ccc(=O)[nH]c1)c1ccc(Cl)cc1 (stereo not given)	1	-4	0.3	1	-20	0.6	-8	7
COc1ccc(NC(=O)COc2ccc(/C=N/O)cc2OC)cc1	.	-21	6.0	2	-57	0.1	-9	.
COCC(=O)Nc1ccc2c(c1)[C@H]1C[C@H](CC(=O)N3CCOCC3)O[C@@H](CO)[C@H]1O2	4	-16	0.3	-8	-2	0.0	-2	-2
COCCn1c(SCC(=O)NCC2CCCO2)nc2c(c1=O)SCC2 (stereo not given)	1	-16	-0.3	0	5	0.1	-73	8
Cc1ccc(-c2cnc3c(c2)C(=O)N([C@@H](C)CO)C[C@H](C)[C@H](CN(C)C(=O)c2ccc(F)cc2)O3)cc1	-11	5	0.3	.	-3	0.2	-15	-10
COc1cc(NC(=O)[C@H](C)NC(=O)N2CCn3c2nc2ccccc23)cc(OC)c1	-7	-22	.	0	.	0.0	-5	7
COc1ccc(S(=O)(=O)N(C)C[C@@H]2OCCCC[C@@H](C)Oc3ccc(NS(=O)(=O)c4cccs4)cc3C(=O)N([C@@H](C)CO)C[C@@H]2C)cc1	1	-34	0.1	.	8	0.5	-33	-3
Cc1ccc(SCC(=O)Nc2cccc(C)c2)cc1	.	-5	.	-6	2	0.1	-5	.
O=C1CSC(=S)N1c1cccc(F)c1	-3	-67	.	3	6	0.0	-3	-1
CCCC(O)(c1ccc(OC)cc1)C(CN1CCOCC1)c1ccccc1 (stereo not given)	-2	-10	.	-10	-4	0.3	4	-4
O=C(NCc1ccccn1)c1ccccc1-c1ccccc1	.	-1	.	3	7	0.1	3	.
Cn1c(=O)c2c(nc(CN3CCOCC3)n2CCN2CCOCC2)n(C)c1=O	-4	-22	.	.	2	.	2	-7
O=C(O)CCCNc1n[nH]c(=O)[nH]c1=O	.	0	.	.	-5	0.0	-4	.

Whole records, looked up by structure:
`O=C(NCc1ccccn1)c1ccccc1-c1ccccc1` across the screens: esBAF inh: .; RAD52 anneal inh: -1; E-sel inducer: .; FN deposit inh: 3; EWS-Fli inh: 7; XiGFP reactiv: 0.1; S100A4 MyoIIA: 3; RAD54 inh: .
`COc1cc(NC(=O)[C@H](C)NC(=O)N2CCn3c2nc2ccccc23)cc(OC)c1` across the screens: esBAF inh: -7; RAD52 anneal inh: -22; E-sel inducer: .; FN deposit inh: 0; EWS-Fli inh: .; XiGFP reactiv: 0.0; S100A4 MyoIIA: -5; RAD54 inh: 7

Going on with the list.
SMILES	esBAF inh	RAD52 anneal inh	E-sel inducer	FN deposit inh	EWS-Fli inh	XiGFP reactiv	S100A4 MyoIIA	RAD54 inh
NC(=O)c1ccc(NC(=O)COC(=O)c2ccccc2Nc2ccccc2)cc1	-4	-10	.	.	-2	0.1	-5	6
O=C(COC(=O)c1ccco1)NC12CC3CC(CC(C3)C1)C2	3	-10	-0.2	1	-5	0.0	-1	-10
Cc1cc(C)n(-c2nc3ccccc3nc2Nc2ccc(CC(=O)O)cc2)n1	-17	-11	1.8	-6	-9	0.1	-9	3
CO[C@H]1C=CO[C@@]2(C)Oc3c(C)c(O)c4c(O)c(c(C=NN5CCN(C)CC5)c(O)c4c3C2=O)NC(=O)C(C)=CC=C[C@H](C)[C@H](O)[C@@H](C)[C@@H](O)[C@@H](C)[C@H](OC(C)=O)[C@@H]1C	-3	-29	1.2	-14	-17	0.7	-5	4
Cc1nc2ccc(NC(=O)CCC3CCCC3)cc2s1	50*	-25	.	-3	-96	0.0	-2	4
COc1cccc(Nc2nc(C(N)CO)cs2)n1 (stereo not given)	0	5	1.6	.	4	0.0	-8	14
N=C1C(c2ccccc2)=C(O)CN1NC(=O)c1ccc(Cl)cc1	.	-14	.	-2	-27	0.0	-1	.
Cc1noc(C)c1NC(=O)N(C)C[C@H]1OCCCC[C@@H](C)Oc2ccc(NS(=O)(=O)c3cn(C)cn3)cc2C(=O)N([C@@H](C)CO)C[C@@H]1C	-1	.	-0.3	.	-6	-0.2	.	-6
CCOc1ccc(C(C)=O)cc1NC(=O)/C=C\C(=O)O	4	-25	.	.	-7	0.0	-11	-24
C[C@H]1CN([C@@H](C)CO)S(=O)(=O)c2ccc(C#CC3CCCCC3)cc2O[C@@H]1CN(C)C(=O)Cc1ccncc1	5	-40	0.6	.	46	0.4	7	-5
COc1ccc(S(=O)(=O)N(C(=O)c2ccncc2)c2ccc3oc4c(c3c2)CCCC4)cc1	.	-44	.	4	5	0.0	1	-8
C[C@@H]1CCCCO[C@H](CN(C)C(=O)Nc2ccc(C(F)(F)F)cc2)[C@H](C)CN([C@H](C)CO)C(=O)c2cc(NS(=O)(=O)c3ccccc3)ccc2O1	3	-5	0.0	-12	-1	0.5	0	4
CCC(=O)N1CCC2(CC1)CN(S(=O)(=O)c1ccccc1)[C@@H](CO)c1[nH]c3cc(OC)ccc3c12	.	-2	-0.3	.	12	0.0	-4	.
Cc1ccc(N2CC(O)CSC2=Nc2ccccc2)cc1 (stereo not given)	.	-22	-0.2	-21	1	0.1	0	.
COc1cc(-n2c(=O)c3ccccc3n(CC(=O)c3ccc(Br)cc3)c2=O)cc(OC)c1OC	0	-11	2.5	5	12	0.0	-8	.
COc1cccc(-c2nnc(N)o2)c1	17	-4	0.0	5	-12	0.0	-1	-1
O=C(c1nc2ccccn2c1CNCCn1ccc2ccccc21)N1CCOCC1	4	-26	0.0	-8	3	-0.2	-8	-7
c1ccc(Cc2ccc(OCCN3CCOCC3)cc2)cc1	21	-1	.	1	-26	0.3	-3	2
CCOc1cc(S(=O)(=O)N2CCN(C(=O)c3ccco3)CC2)ccc1F	0	-18	1.4	15	14	0.1	0	-4
CCCOc1ccc(-c2cc3onc(-c4ccccc4)c3c(=O)n2C)cc1	-32	-4	-0.2	-7	62*	0.0	2	4
C[C@@H]1CN([C@H](C)CO)C(=O)Cc2cc(NC(=O)CCN3CCOCC3)ccc2O[C@H]1CN(C)S(=O)(=O)c1cccs1	-1	15	13	.	-1	0.0	5	-16
O=C(CCCN1C(=O)/C(=C/c2cccs2)SC1=S)Nc1cc([N+](=O)[O-])ccc1O	-1	-5	.	-10	9	0.0	10	0
CCCCn1c(N)c(N(CC(C)C)C(=O)C2CSC3(C)CCC(=O)N23)c(=O)[nH]c1=O (stereo not given)	.	-8	-0.3	1	5	-0.1	0	-1
C[C@@H]1CN([C@@H](C)CO)C(=O)c2cc(NC(=O)Cc3ccccc3)ccc2O[C@@H]1CN(C)CC1CC1	-2	15	0.8	.	-4	0.3	-1	2
O=C(N/N=C/c1ccccn1)c1cccc(S(=O)(=O)N2CCCC2)c1	5	-21	2.9	-5	-4	0.0	-1	.

(continued)
SMILES	esBAF inh	RAD52 anneal inh	E-sel inducer	FN deposit inh	EWS-Fli inh	XiGFP reactiv	S100A4 MyoIIA	RAD54 inh
C[C@@H]1CN([C@H](C)CO)C(=O)Cc2cc(NC(=O)CCN3CCOCC3)ccc2O[C@@H]1CN(C)S(=O)(=O)c1cccs1	-10	17	9.1	.	-2	0.0	-2	-8
CN(/N=C/c1cc(Br)cc(Br)c1O)c1cccc(C(F)(F)F)n1	-7	-6	0.1	12	21	0.3	2	4
Cc1cccc(NC(=O)C(C)C(=O)c2ccccc2)c1 (stereo not given)	5	4	0.4	5	-7	0.0	-11	-12
COc1ccccc1N(CC(=O)NC1CCCC1)C(=O)CCC(=O)Nc1ccccn1	3	-4	.	-3	-6	0.1	-6	13
O=C1OC(N2C(=O)CC[C@H]2C(=O)Nc2ccc3c(c2)OCO3)c2ccccc21 (stereo not given in full)	10	-9	.	.	-4	.	-2	-9
CC(=O)NC(Cc1ccccc1)C(=O)NC1CCN(c2ncccc2[N+](=O)[O-])CC1 (stereo not given)	.	-10	.	-4	-6	0.0	-2	.
Cc1cc(C)n(-c2ncnc3ccccc23)n1	.	-17	6.6	16	-5	0.1	2	.
Cc1ccccc1NC(=O)CSc1ccsc1[N+](=O)[O-]	.	.	0.5	-7	.	-0.1	.	-14
Cc1cc[n+](CC(=O)c2ccc(NC(=O)c3ccccc3)cc2)cc1	.	-2	-2.5	-8	3	0.0	3	.
COc1ccc(NC(=O)N(C)C[C@H]2Oc3ccc(NC(=O)C4CCCCC4)cc3C(=O)N([C@H](C)CO)C[C@@H]2C)cc1	0&-5	-2&-17	-9.5&0.3	-6	-15&5	0.2&0.0	-9&-1	1&5
COCCN(CCOC)S(=O)(=O)c1ccc(C(=O)Nc2ccc(S(=O)(=O)Nc3nccc(C)n3)cc2)cc1	.	-15	?	-3	1	0.5	1	.
CCN(CC)CCOCCOC(=O)C1(c2ccccc2)CCCC1	0	-13	0.0	-8	-1	0.1	-2	4
Cc1ccc(S(=O)(=O)N(CC(=O)Nc2ccccc2C(=O)O)c2ccccc2C)cc1	3	-8	.	.	-21	0.0	11	.

Screening results as filed in PubChem.
